# HIF activator: HIF pathway transcriptional activation. U2OS HRE-luciferase reporter, luminescence; normalized: DMSO 0%, desferrioxamine 100%. AID 1910. activation, % at 7.5 µM (by protocol). 300,000 compounds, 0.32% hits;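 active means mean activation of at least 10% of the iron chelator positive control signal, with at least half of replicates also reaching 10%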
# MrgX1 antag: antagonists of human MrgX1 receptor | Q96LB2 | MRGX1-HEK293 calcium flux, Fluo-4, BAM8-22 antagonism; active compounds read low | B-score at 10 µM | 310,000 compounds, 1.3% hits;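 active means calcium-response B-score plate-corrected more than 3 library SD below zero, starting fluorescence within 5 deviations, no agonist response on first addition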;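 further: peak minus trough fluorescence over baseline after final BAM8-22 challenge near maximal dose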
# TRPC4 PAM: allosteric potentiators of mouse TRPC4 channel | HEK293 TRPC4beta/mu-opioid, DAMGO EC20, Fluo-4 Ca2+ flux; active compounds read high | 310,000 compounds, 0.42% hits | B-score at 10 µM | Q9QUQ5;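 active means B-score of calcium response area above 5 SD of library B-scores, with initial fluorescence ratio within 5 SD of library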;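 further: B-score of integrated fluorescence ratio over time as area under calcium response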
# aSyn UTR inh: MLPCN primary screen, SNCA 5' untranslated region | alpha-synuclein 5'UTR reporter, inhibitor activity | AID 1813 | 300,000 compounds, 0.82% hits | inhibition, % (tested at 7.5 µM); in the data active means inhibition above about 60%;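 further: H4 neuroglioblastoma cells stably carrying SNCA 5'UTR luciferase fusion; 0% = DMSO wells and 100% = positive control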
# IEC-6 cytotox: counter-screen for KLF5 inhibitors: cytotoxicity in IEC-6 cells; IEC-6 cytotoxicity, luminescence viability; 290,000 compounds, 0.78% hits; inhibition, % at 5 µM; in the data active means inhibition above about 22%;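 further: 0% = plate median of test compound wells and 100% = cytotoxic reference compound wells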
# TRPC6 inhibitor: blocks the mouse TRPC6 cation channel | Q61143 | HEK293-TRPC6, membrane potential dye, ACh-evoked depolarization; active compounds read low | B-score at 10 µM | 310,000 compounds, 1.1% hits | AID 2553;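 active means B-score under library mean minus 3 SD, initial fluorescence not abnormally high, positive integrated signal ratio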;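 further: B-score derived from integrated fluorescence ratio over the kinetic read; more negative B-score means stronger inhibition of depolarization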
# Target sequence (Q61143 whole entry, looked up): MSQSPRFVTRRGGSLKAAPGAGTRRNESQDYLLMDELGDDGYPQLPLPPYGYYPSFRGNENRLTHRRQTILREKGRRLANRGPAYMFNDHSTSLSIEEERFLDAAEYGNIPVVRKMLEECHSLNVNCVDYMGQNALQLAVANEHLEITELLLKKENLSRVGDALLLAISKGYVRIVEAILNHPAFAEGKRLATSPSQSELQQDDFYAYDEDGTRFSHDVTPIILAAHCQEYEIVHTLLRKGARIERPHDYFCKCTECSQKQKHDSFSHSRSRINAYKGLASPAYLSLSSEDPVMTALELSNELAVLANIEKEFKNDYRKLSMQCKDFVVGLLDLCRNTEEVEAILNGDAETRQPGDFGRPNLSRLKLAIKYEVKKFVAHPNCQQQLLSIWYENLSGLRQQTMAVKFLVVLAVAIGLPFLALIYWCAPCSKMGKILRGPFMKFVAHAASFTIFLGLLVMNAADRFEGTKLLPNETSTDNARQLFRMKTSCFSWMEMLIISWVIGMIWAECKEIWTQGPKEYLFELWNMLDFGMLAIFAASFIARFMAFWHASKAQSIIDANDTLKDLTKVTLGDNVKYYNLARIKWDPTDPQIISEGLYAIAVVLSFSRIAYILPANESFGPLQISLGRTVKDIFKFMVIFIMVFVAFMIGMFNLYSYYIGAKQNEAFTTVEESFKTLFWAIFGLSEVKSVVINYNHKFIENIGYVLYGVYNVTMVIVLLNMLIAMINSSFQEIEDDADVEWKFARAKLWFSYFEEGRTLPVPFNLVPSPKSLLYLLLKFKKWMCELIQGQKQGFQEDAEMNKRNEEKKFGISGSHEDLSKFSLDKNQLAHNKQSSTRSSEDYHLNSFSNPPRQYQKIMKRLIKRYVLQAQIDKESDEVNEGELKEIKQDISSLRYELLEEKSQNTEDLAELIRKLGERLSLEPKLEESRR
# TRPC4 block: blocks the mouse TRPC4 cation channel. Q9QUQ5. HEK293 TRPC4beta/mu-opioid, DAMGO-evoked Fluo4 calcium flux; active compounds read low. B-score at 10 µM. 300,000 compounds, 0.39% hits. AID 2247;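 active means B-score over 3 SD under the library average, no early fluorescence shift, positive overall ratio signal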
#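 System: stable TRPC4beta/mu-opioid receptor HEK293 cells; Dosing: single-point compound dosing; Measured by: Fluo4 Ca2+ flux fluorescence; Read-out basis: per-well B score of integrated baseline-normalized Fluo4 ratio.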
# KLF5 inhibitor: suppresses KLF5 promoter-driven expression; inhibition, % at 5 µM; AID 1700; DLD-1 KLF5 promoter-luciferase reporter, luminescence; 290,000 compounds, 0.23% hits;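 active means inhibition above a per-plate limit of that plate's mean compound inhibition plus 3 SD, cut at about 60% in these data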;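 further: 0% = DMSO wells and 100% = LY294002 at 200 µM; higher means less KLF5 promoter-driven luciferase light; inactives centre near -14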
# TRPC6 act: activates the mouse TRPC6 cation channel | HEK293-TRPC6 membrane potential dye fluorescence; active compounds read high | B-score at 10 µM | 310,000 compounds, 0.13% hits;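 active means B-score of the integrated fluorescence ratio above library mean plus 3 SD, and starting fluorescence ratio within library mean plus 5 SD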;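 further: higher score means more depolarization so channel activation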
# SKKanGAS inh: inhibitors of SKKanGAS S. pyogenes growth in kanamycin (SK-promoter or general growth effect); inhibition, % at 7.5 µM; BacTiter-Glo, 6 h; AID 1662; 300,000 compounds, 1.3% hits;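 active means mean replicate score, as percent of positive control median, at least 50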;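 further: strain carries kanamycin resistance gene driven by streptokinase promoter and grows in 40 µg/ml kanamycin; loss of luminescence reflects streptokinase promoter inhibition or plain growth inhibition; 0% = median of DMSO wells and 100% = positive control at its reference dose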
# TRPC4 agonist: opens the mouse TRPC4 cation channel; HEK293 TRPC4beta/mu-opioid, Fluo4 calcium fluorescence; active compounds read high; B-score at 10 µM; 310,000 compounds, 0.49% hits;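 active means B-score above 5 SD of library B-scores, and initial fluorescence ratio not above library mean plus 5 SD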;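 further: positive B-score marks a calcium rise read as TRPC4 activation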
#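 Material: HEK293 stable line with TRPC4beta plus mu-opioid receptor; technique: Fluo4 calcium-sensitive dye fluorescence, kinetic, 1 Hz baseline; timing: Fluo4 dye loading 45 min at room temperature, 110 s recording; controls: assay buffer as low control, maximal DAMGO as high control; read-out: integrated baseline-normalised fluorescence ratio, converted to per-well B score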
# Starred values were filed as active, the others as inactive; i = inactive; · = not tested or not shown.
canonical_smiles	HIF activator	MrgX1 antag	TRPC4 PAM	aSyn UTR inh	IEC-6 cytotox	TRPC6 inhibitor	TRPC4 block	KLF5 inhibitor	TRPC6 act	SKKanGAS inh	TRPC4 agonist
CCOC(=O)c1[nH]c(COC(=O)c2ccccc2NC(=O)c2ccco2)c(C(=O)OCC)c1C	0.3	i	i	-23	-1	i	i	-12	i	15	i
CCOC(=O)C(C)Oc1ccc(=O)n(-c2ccccc2)n1 (stereo unspecified)	-0.1	i	i	3	-3	i	i	-6	i	2	i
COCCC(=O)N1CCC(Oc2ccc(C(=O)NCc3cccc(C)n3)cc2)CC1	-0.5	i	i	-4	0	i	i	-9	i	-3	i
O=c1oc2cc(O)ccc2c2oc3cc(O)ccc3c12	-0.3	i	i	-25	-3	i	i	-5	i	-3	i
Cc1c(C)n(CCc2c[nH]c3ccccc23)ccc1=O	-0.5	i	i	-17	0	i	i	-25	i	2	i
COc1cc(SC)ccc1C(=O)OCC(=O)NC1CC1	1.1	i	i	0	8	i	i	7	i	-4	i
CCOc1ccc(NC(=S)NC23CC4CC(CC(C4)C2)C3)cc1	-15	i	i	-6	5	i	i	-40	i	-3	i
COc1ccc(C(C(C(=O)c2cccs2)N2CCOCC2)N2CCOCC2)cc1OC (stereo unspecified)	1.2	i	i	-12	-8	i	i	-14	i	0	i
CCOc1ccc(C(=O)Nc2cccc([N+](=O)[O-])c2)cc1Br	1.0	i	i	-138	-3	i	i	-8	i	-12	i
O=C(CCn1cnc2ccccc2c1=O)Nc1ccc2c(c1)OCCO2	-0.5	i	i	-36	4	i	i	-98	i	-3	i
C=CCn1c(SCC(=O)Nc2ccccc2CC)nnc1-c1ccncc1	0.1	i	i	-5	-6	i	i	2	i	-4	i
CC(C)(C)C(=O)COC(=O)CNC(=O)c1ccc(Oc2ccccc2)cc1	4.1	i	i	12	-7	i	i	-10	i	0	i
O=C(Nc1cc([N+](=O)[O-])ccc1O)c1ccc2c(c1)C(=O)N(Cc1ccco1)C2=O	0.1	i	i	-7	3	i	i	-6	i	32	i
CCOC(=O)c1cc(C)n(CCCN2CCOCC2)c1C	-0.8	i	i	11	0	i	i	-6	i	8	i
CCOC(=O)N1CCC(N2C(=O)c3ccccc3C2Nc2ccc(C)cc2)CC1 (stereo unspecified)	-0.3	i	i	4	-17	i	i	-9	i	-3	i
Cc1[nH]c2ccccc2c1NC(=O)CN1CCN(Cc2ccc3c(c2)OCO3)CC1	0.1	·	i	14	5	i	i	-30	i	2	i
CCn1c(SCC(=O)Nc2ccc(OC)c(OC)c2)nnc1-c1cnccn1	0.4	i	i	11	0	i	i	-35	i	0	i
CCOC(=O)C1=C(c2ccccc2)NC(=O)NC1c1cc(Cl)c(O)c(OC)c1 (stereo unspecified)	-0.3	i	i	13	4	i	i	6	i	0	i
c1coc(-c2ncc[nH]2)c1	-0.1	i	i	0	0	i	i	-15	i	-2	i
Cc1cc(C)cc(N2CC(C(=O)NC3CCCCC3)CC2=O)c1 (stereo unspecified)	-1.9	i	i	14	-1	i	i	6	i	0	i
N#Cc1c(NC(=O)c2ccco2)sc2c1CCC2	2.1	i	i	-133	6	i	i	-135	i	-3	i
CCNCc1cc2cc(C)ccc2[nH]c1=O	-0.1	i	i	-20	0	i	i	-13	i	-3	i
COc1ccc2[nH]c(C(=O)O)c(NS(=O)(=O)c3ccc(C)cc3C)c2c1	-0.1	i	i	29	1	i	i	-10	i	-6	i
Cc1c(NC(=O)c2c(N)n(-c3ccccc3)c3nc4ccccc4nc23)c(=O)n(-c2ccccc2)n1C	-0.5	i	i	2	-4	i	i	7	i	2	i
[O-][n+]1onc2c1CCc1[nH]c(-c3ccccc3)nc1-2	1.5	i	i	-130	1	i	i	-57	i	1	i
Cc1ccc(CNC(=O)Nc2ccc3c(c2)N(C)C(=O)CS3)cc1	-0.2	i	i	19	10	i	i	-11	i	6	i
Cc1ccc(C2=NN3C(C(=O)c4ccccc4)Oc4ccccc4C3C2)cc1 (stereo unspecified)	4.3	i	i	-146	-1	i	i	-86	i	2	i
CC1CCN(Cc2ccc(-c3nnn(CC(=O)NC4CCCCC4)n3)cc2)CC1	0.6	i	i	-6	-2	i	i	-14	i	4	i
Cc1ccc(C(=O)O)cc1N1CCCC1=O	-0.3	i	i	-23	2	i	i	-16	i	-13	i
CCc1ccccc1NC(=O)CC1CS(=O)(=O)CC1CC(=O)Nc1ccccc1CC (stereo unspecified)	-0.6	i	i	21	-5	i	i	12	i	-3	i
CCCCC(=O)Nc1ccc2c3c(cccc13)CC2	-18	i	i	-6	-6	i	i	-47	i	0	i
N#CCc1ccc(NC(=O)Nc2cccc(Cl)c2)cc1	1.5	i	i	-143	7	i	i	-76	i	-6	i
Cc1ccccc1OCCC(=O)OCC(=O)N(C)c1c(N)n(Cc2ccccc2)c(=O)[nH]c1=O	-1.0	i	i	-9	-4	i	i	-18	i	-2	i
NS(=O)(=O)c1ccc(NC(=S)Nc2ccc(F)c(F)c2)cc1	1.0	i	i	22	3	i	i	-16	i	3	i
COc1ccc(C(=O)OCC(=O)NC(=O)CCSc2ccccc2)cc1	-0.1	i	i	5	2	i	i	-5	i	-3	i
Cc1ccc2cccc(OCC(=O)c3cc(C)n(Cc4ccco4)c3C)c2n1	0.8	i	i	-9	-4	i	i	-21	i	7	i
CC(=O)c1cccc(NC(=O)N2C3CCC2CC(NC(=O)C2CC2)C3)c1 (stereo unspecified)	0.2	i	i	-14	1	i	i	-30	i	4	i
N#Cc1c(NC(=O)COC(=O)C2CC3C=CC2C3)oc(-c2ccccc2)c1-c1ccccc1 (stereo unspecified)	-0.4	i	i	-15	6	i	i	-15	i	33	i
Cc1cnccc1CN(C)Cc1cn(C)nc1-c1cccc(Cl)c1	-0.1	i	i	-9	3	i	i	8	i	9	i
COc1ccc(OC)c(NC(=O)COC(=O)CN(C)S(=O)(=O)c2ccc(C)cc2)c1	-0.5	i	i	22	-1	i	i	-33	i	4	i
O=C(NCC1CCCN1S(=O)(=O)c1cccs1)c1ccccc1 (stereo unspecified)	-0.1	i	i	-13	·	i	i	·	i	-13	i
Nc1c(C(=O)NCc2ccco2)c2nc3ccccc3nc2n1CCc1ccc(F)cc1	0.0	i	i	-41	0	i	i	-46	i	41	i
CN(C)C(=O)CSc1nnc(Cc2ccccc2)n1Cc1ccco1	0.0	i	i	-9	-4	i	i	-28	i	1	i
CN1CCN(S(=O)(=O)c2cccc(C(=O)Nc3cc(Cl)ccc3N3CCOCC3)c2)CC1	0.3	i	i	3	·	i	i	·	i	-13	i
O=C(COCc1cc(-c2ccc3c(c2)OCO3)on1)Nc1cccnc1	0.9	i	i	0	-7	i	i	-19	i	-11	i
Cc1ccc(C(=O)NCC(=O)OCC(=O)c2cc(C)n(Cc3ccco3)c2C)cc1	-0.4	i	i	21	-7	i	i	10	i	-5	i
O=C(Cc1ccccc1)Nc1ccccc1C(=O)O	-0.5	i	i	-16	-7	i	i	-46	i	2	i
O=C(Nc1ccc2c(c1)C(=O)OC2)c1ccc(F)cc1F	0.8	i	i	-63	4	i	i	-14	i	-2	i
Fc1ccc(Nc2nc(-c3ccncc3)cs2)cc1	4.6	i	i	-114	5	i	i	-37	i	-7	i
COc1ccc(N2CCN(S(=O)(=O)c3ccc4c(c3)NC(=O)CS4)CC2)cc1	0.1	i	i	12	2	i	i	-47	i	-4	i
Cc1cccc(N2CCN(C(=O)c3ccccc3NC(=O)C3CC=CCC3C(=O)O)CC2)c1 (stereo unspecified)	0.3	i	i	-4	1	i	i	-16	i	1	i
COCCn1c(CN2CCN(c3cccc(Cl)c3)CC2)nc2c1c(=O)n(C)c(=O)n2C	-0.6	i	i	9	6	i	i	-30	i	1	i
O=C1CNC(=S)N1CCc1ccc(O)c(O)c1	-1.4	i	i	-19	-4	i	i	-11	i	3	i
COc1ccc(CC(=O)Nc2ccccc2C(=O)N2CCCC2)cc1	-0.2	i	i	4	0	i	i	-2	i	-2	i
Cc1ccccc1C1C(C#N)=C2N=C(N)c3c(sc4c3CCCCC4)N2C2=C1C(=O)CC(C)(C)C2 (stereo unspecified)	-0.6	i	i	16	-5	i	i	-14	i	21	i
C=CCNC(=S)N/N=C/c1ccc(C(C)(C)C)cc1	-0.6	·	i	22	17	i	-6*	-40	i	-25	i
COCCCN1C(=O)C(O)=C(C(=O)c2ccco2)C1c1ccccc1 (stereo unspecified)	0.1	i	i	2	0	i	i	-7	i	3	i
COc1ccccc1OCc1ccc(C(=O)N2CCN(C)CC2)o1	0.1	i	i	12	-4	i	i	-17	i	0	i
O=C(NN=C1CCCC1)c1sc2ccccc2c1Cl	-0.3	i	i	-16	11	i	·	12	i	20	i
COc1cc(OC)c(-n2cc(-c3ccc(Cl)cc3)[nH]c2=O)cc1Cl	0.5	i	i	-17	-1	i	i	3	i	-2	63*

# (more compounds)
canonical_smiles	HIF activator	MrgX1 antag	TRPC4 PAM	aSyn UTR inh	IEC-6 cytotox	TRPC6 inhibitor	TRPC4 block	KLF5 inhibitor	TRPC6 act	SKKanGAS inh	TRPC4 agonist
CN(c1ccc(C(=O)NCCSCc2ccco2)cc1)S(C)(=O)=O	1.6	i	i	-76	-5	i	i	-19	i	-4	i
c1ccc2c(c1)[nH]c1nc(SCCN3CCOCC3)nnc12	0.4	i	i	-23	-3	i	i	17	i	8	i
CC(C)(C(=O)c1ccccc1)/[N+]([O-])=C/c1ccc(F)cc1	0.6	i	i	4	-6	i	i	-15	i	-2	i
C/C(=N\Nc1cc(-c2ccccc2)nc(-c2ccc(Br)cc2)n1)c1cccc(N)c1	-0.3	i	i	2	7	i	i	12	i	·	i
CN1CCc2c(sc3nc(NN)n(Cc4ccccc4)c(=O)c23)C1	-0.3	i	i	12	4	i	i	-28	i	5	i
CCc1c(C)sc(NC(=O)CCc2ccc(OC)cc2)c1C(N)=O	0.0	i	i	-2	0	i	i	-38	i	-3	i
COc1ccccc1NC(=O)C(C/C=C(\C)Cl)C(C)=O (stereo unspecified)	-0.1	i	i	-73	3	i	i	-4	i	4	i

# Screening data (PubChem BioAssay)
